POLI inh: DNA polymerase iota (human) inhibition; Pol iota fluorescent replication assay, 10 min; AID 588590; hit rate 1% among 390,000; Potency, µM (doses to about 115 µM), for inactives: top-dose activity, negative = inhibition, hits mostly inhibitors
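Pol iota at 10 nM preincubated 15 min with compounds at room temperature; reaction started with fluorescent substrate, 50 nM final. Fluorescence read kinetically at 0 and 10 min; buffer-only wells as negative control.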
BLM inh: Bloom syndrome helicase (human) inhibition | hit rate 0.2% among 350,000 | AID 2528 | P54132 | Potency, µM (top dose mostly 56.1 µM), for inactives: top-dose activity change, negative = inhibition, hits mostly inhibitors | recombinant BLM DNA unwinding, fluorescence dequenching;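 note: plate controls were vehicle for no effect and no enzyme for full effect; nearly all actives have a fitted effect of over 35% in size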
Anesthetic bind: binds horse apoferritin like a general anesthetic | apoferritin/1-aminoanthracene competitive binding, fluorescence | P02791 | Potency, µM (top dose mostly 77.5 µM), for inactives: at the highest dose activity change, negative = displacement, usual class: inhibitors | hit rate 0.074% among 350,000; note: % is set by controls: 0 for no effect and ±100 for the full control effect; nearly all actives have a fitted effect of over 20% in size
Target sequence (P02791 2-175 limits assumed): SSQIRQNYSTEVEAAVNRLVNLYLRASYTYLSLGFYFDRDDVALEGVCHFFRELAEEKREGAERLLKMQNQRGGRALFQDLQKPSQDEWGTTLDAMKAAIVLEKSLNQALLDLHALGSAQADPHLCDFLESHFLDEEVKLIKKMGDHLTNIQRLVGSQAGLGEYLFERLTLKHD
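10 uM apoferritin + 50% sat. 1-AMA, PBS; cpd 10 min RT; Ex380/Em535 endpoint; normalized to free probe vs complex; 4-param Hill fit; propofol titration as pos. ctrl.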
APE1 inh: inhibitors of human APE1 endonuclease; Potency, µM (titrated, usually from 65.8 µM), for inactives: top-dose activity change, negative = inhibition, usual class: inhibitors; AID 2517; P27695; recombinant APE1, TAMRA/BHQ-2 abasic DNA cleavage fluorescence; hit rate 0.35% among 350,000;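 note: plate controls were vehicle for no effect and reference inhibitor for full effect; nearly all actives have a fitted effect of over 55% in size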
Target sequence (P27695 whole entry, looked up): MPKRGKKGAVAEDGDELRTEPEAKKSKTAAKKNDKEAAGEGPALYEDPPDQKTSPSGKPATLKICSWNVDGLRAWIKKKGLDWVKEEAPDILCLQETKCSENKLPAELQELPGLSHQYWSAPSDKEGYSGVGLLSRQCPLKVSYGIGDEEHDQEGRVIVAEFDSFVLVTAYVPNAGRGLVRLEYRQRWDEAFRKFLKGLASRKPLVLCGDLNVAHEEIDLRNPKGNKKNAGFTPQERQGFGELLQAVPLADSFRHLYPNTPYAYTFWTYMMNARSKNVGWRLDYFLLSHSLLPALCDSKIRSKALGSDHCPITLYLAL
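Measures dequenching upon AP-site incision of a 5'-TAMRA/3'-BHQ-2 THF-containing duplex, 50 nM; human APE1 0.75 nM after 15 min room-temperature exposure to compound; kinetic three-point read at one-minute spacing.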
G9a inh: G9a (human) methyltransferase inhibition. Q96KQ7. G9a H3K9 monomethylation, AlphaScreen, 2 h. Potency, µM (titrated, usually from 102 µM), without a hit: at the highest dose activity, negative = inhibition, usual class: inhibitors. hit rate 8.8% among 350,000. AID 504332; note: % is set by controls: 0 for no effect and ±100 for the full control effect; nearly all actives have a fitted effect of over 75% in size
Target sequence (Q96KQ7 913-1193 limits assumed): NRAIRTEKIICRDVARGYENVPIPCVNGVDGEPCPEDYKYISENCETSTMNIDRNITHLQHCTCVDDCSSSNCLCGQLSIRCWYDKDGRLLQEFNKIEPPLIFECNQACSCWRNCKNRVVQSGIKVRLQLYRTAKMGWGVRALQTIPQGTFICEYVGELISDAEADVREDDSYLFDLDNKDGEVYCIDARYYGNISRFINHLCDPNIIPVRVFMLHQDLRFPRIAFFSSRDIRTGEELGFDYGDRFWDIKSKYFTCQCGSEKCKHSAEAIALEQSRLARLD
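AlphaScreen read-out: biotin-H3K9 peptide (500 nM) methylation by 20 nM enzyme with 20 uM SAM, 2 h at room temperature after 15 min compound preincubation; anti-monomethyl H3K9 antibody plus donor/acceptor beads, 10 min dark.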
Pol kappa inh: blocks human DNA polymerase kappa activity; Q9UBT6; purified Pol kappa, fluorescent DNA synthesis assay, 10 min; AID 588579; Potency, µM (titrated, usually from 107 µM), for inactives: at the top dose activity, negative = inhibition, most hits filed as inhibitors; hit rate 0.53% among 400,000; note: % is set by controls: 0 for no effect and ±100 for the full control effect
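Here, compound and 10 nM enzyme are combined for 15 min at room temperature; adding 50 nM substrate (final) starts DNA synthesis, tracked by fluorescence at 0 and 10 min against buffer-only wells.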
BAZ2B block: inhibitors of human BAZ2B bromodomain; AlphaScreen BAZ2B-H3K14Ac peptide displacement; hit rate 4.4% among 360,000; Potency, µM (top dose mostly 114 µM), without a hit: at the highest dose activity change, negative = inhibition, most hits filed as inhibitors; note: % is set by controls: 0 for no effect and ±100 for the full control effect; nearly all actives have a fitted effect of over 60% in size
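Complex of BAZ2B and biotin-H3K14Ac (50 nM apiece) forms over 30 min at RT, then faces library compounds up to 110 uM for another 30 min; AlphaScreen beads added, 20 min dark incubation, luminescence read.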
POLB inh: DNA polymerase beta (human) inhibition. Pol beta primer extension/strand displacement, fluorescence kinetic. Potency, µM (highest dose often 114 µM), without a hit: top-dose activity change, negative = inhibition, actives largely listed as inhibitors. hit rate 1.3% among 340,000. AID 485314; note: % is set by controls: 0 for no effect and ±100 for the full control effect
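Kinetic readout of DNA synthesis with strand displacement by Pol beta. Compound and 10 nM enzyme sit 15 min at room temperature; 50 nM substrate starts the reaction, read immediately and at 10 min.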
Pol eta inh: blocks human DNA polymerase eta activity. Q9Y253. recombinant Pol eta, fluorescent DNA replication assay. Potency, µM (highest dose often 114 µM), for inactives: at the highest dose activity change, negative = inhibition, hits mostly inhibitors. hit rate 1.2% among 390,000; note: % is set by controls: 0 for no effect and ±100 for the full control effect
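Pol eta at 10 nM preincubated with compounds 15 min at room temperature; reaction started with fluorescent substrate (50 nM final) and read kinetically at 0 and 10 min.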
The depositor's hits bear a star; & = joins results of further samples; [ ] = another dose, or the depositor's remark. Calls come from the whole dose curve; as a rule, active = well fitted curve in the direction sought with a large enough effect; inconclusive = small, poorly fitted or top-dose-only effect, or another doubt; inactive = no such curve, though single readings can be large; an effect the other way counts as inactive or inconclusive. Potency is the fitted concentration of half-maximal effect. Some of the compounds tested (hit frequency here may not be typical).

Screening Cc1nc2ccccc2nc(C)c1=NOCc1ccc(C#N)cc1 returned POLI inh 8%, BLM inh 0%, Anesthetic bind -5%, APE1 inh 0%, G9a inh 12%, Pol kappa inh -17%, BAZ2B block 1%, POLB inh 20% and Pol eta inh -10%.
For COc1cc(/C=N/n2nnnc2N)ccc1OCC#N the results were POLI inh 32%[activator], BLM inh 5%, Anesthetic bind -5%, APE1 inh -6%, Pol kappa inh -6%, BAZ2B block 15%, POLB inh 8% and Pol eta inh -2%.
Screening CNC(=O)c1cccnc1Nc1cccc(C(F)(F)F)c1 returned POLI inh -38%, BLM inh -3%, Anesthetic bind -13%, APE1 inh 2%, G9a inh -13%[59 µM], Pol kappa inh -6%, BAZ2B block -3%, POLB inh inconclusive and Pol eta inh -24%.
O=C(Cc1cccs1)Nc1nc2c(s1)CCCC2 was read as POLI inh inconclusive, BLM inh -8%, Anesthetic bind -6%, APE1 inh -2%, G9a inh -10%[12.7 µM], Pol kappa inh -19%, BAZ2B block inconclusive, POLB inh -24% and Pol eta inh -6%.
COc1ccc(C)cc1S(=O)(=O)N(CC(=O)O)c1ccccc1 was read as POLI inh -9%, BLM inh 2%, Anesthetic bind 1%, APE1 inh 2%, G9a inh -10%[12.7 µM], Pol kappa inh 4%, BAZ2B block 7%, POLB inh 9% and Pol eta inh 0%.
CC12CCC(C(=O)NCCc3ccccc3)(OC1=O)C2(C)C (stereo not drawn) was read as POLI inh 16%, BLM inh -5%, Anesthetic bind -7%, APE1 inh -2%, G9a inh 44%[activator][12.7 µM], Pol kappa inh 8%, BAZ2B block -19%, POLB inh -30% and Pol eta inh -16%.
Screening COc1ccc(NC(=O)C2CCCN2S(=O)(=O)c2ccc3nc(-c4ccccc4)[nH]c3c2)cc1 (stereo not drawn) returned POLI inh -7%, BLM inh -3%, Anesthetic bind -2%, G9a inh -16%[59 µM], Pol kappa inh 2%, BAZ2B block 0%, POLB inh -6% and Pol eta inh 0%.
Screening Cc1ccc(NC(=S)NCc2ccc3c(c2)OCO3)c(C)c1 returned POLI inh -6%, BLM inh -1%, Anesthetic bind -14%, APE1 inh -7%, G9a inh -6%[59 µM], Pol kappa inh -3%, BAZ2B block -35%, POLB inh -17% and Pol eta inh -11%.
Screening COc1ccc(N(CC(=O)NC2CCCCC2)C(=O)CNC(=O)c2ccco2)c(OC)c1 returned POLI inh -8%, BLM inh 2%, Anesthetic bind 0%, APE1 inh 5%, G9a inh 12%[59 µM], Pol kappa inh -3%, BAZ2B block -6%, POLB inh 15% and Pol eta inh -10%.
For COC(=O)c1sccc1NC(=O)CSc1ccccc1NS(=O)(=O)c1ccc(Br)cc1 the results were POLI inh -25%, BLM inh -8%, Anesthetic bind -18%, APE1 inh 7%, G9a inh 12%[59 µM], Pol kappa inh -16%, BAZ2B block 2%, POLB inh 1% and Pol eta inh -7%.
`N#CCCN(C(=O)COC(=O)C1=COCCO1)c1ccc(F)cc1` gave POLI inh 30%[activator], APE1 inh 14%, G9a inh 11%[59 µM], Pol kappa inh -16%, BAZ2B block -6% and Pol eta inh -8%.
Screening COc1cccc(C(=O)NCc2ccco2)c1OC returned POLI inh -6%, BLM inh -5%, Anesthetic bind 1%, APE1 inh 5%, G9a inh inconclusive, Pol kappa inh 7%, BAZ2B block -37%, POLB inh -2% and Pol eta inh -4%.

6 entries picked at random from those above, as already listed:
Screening COc1cccc(C(=O)NCc2ccco2)c1OC returned POLI inh -6%, BLM inh -5%, Anesthetic bind 1%, APE1 inh 5%, G9a inh inconclusive, Pol kappa inh 7%, BAZ2B block -37%, POLB inh -2% and Pol eta inh -4%.
COc1ccc(C)cc1S(=O)(=O)N(CC(=O)O)c1ccccc1 was read as POLI inh -9%, BLM inh 2%, Anesthetic bind 1%, APE1 inh 2%, G9a inh -10%[12.7 µM], Pol kappa inh 4%, BAZ2B block 7%, POLB inh 9% and Pol eta inh 0%.
For COc1cc(/C=N/n2nnnc2N)ccc1OCC#N the results were POLI inh 32%[activator], BLM inh 5%, Anesthetic bind -5%, APE1 inh -6%, Pol kappa inh -6%, BAZ2B block 15%, POLB inh 8% and Pol eta inh -2%.
Screening CNC(=O)c1cccnc1Nc1cccc(C(F)(F)F)c1 returned POLI inh -38%, BLM inh -3%, Anesthetic bind -13%, APE1 inh 2%, G9a inh -13%[59 µM], Pol kappa inh -6%, BAZ2B block -3%, POLB inh inconclusive and Pol eta inh -24%.
Screening COc1ccc(N(CC(=O)NC2CCCCC2)C(=O)CNC(=O)c2ccco2)c(OC)c1 returned POLI inh -8%, BLM inh 2%, Anesthetic bind 0%, APE1 inh 5%, G9a inh 12%[59 µM], Pol kappa inh -3%, BAZ2B block -6%, POLB inh 15% and Pol eta inh -10%.
Screening Cc1ccc(NC(=S)NCc2ccc3c(c2)OCO3)c(C)c1 returned POLI inh -6%, BLM inh -1%, Anesthetic bind -14%, APE1 inh -7%, G9a inh -6%[59 µM], Pol kappa inh -3%, BAZ2B block -35%, POLB inh -17% and Pol eta inh -11%.

Additional entries follow.
Screening OC(CN1CCN(c2cccc(Cl)c2)CC1)C(c1ccccc1)c1ccccc1 (stereo not drawn) returned POLI inh 6%, APE1 inh 3%&-6%&-7%, G9a inh -14%[59 µM], Pol kappa inh -11%[60.1 µM], BAZ2B block inconclusive, POLB inh 1%[57.1 µM] and Pol eta inh -19%.
O=C(CN1C(=O)c2cccnc2Oc2ccc(Cl)cc21)NCCCc1ccccc1 was read as POLI inh 11%, BLM inh -3%, Anesthetic bind 2%, APE1 inh -18%, Pol kappa inh -11%, BAZ2B block -9%, POLB inh 10% and Pol eta inh -11%.
Screening COc1ccccc1CN1CCCC(CNC(=O)c2cccc3ccccc23)C1 (stereo not drawn) returned POLI inh 10%, BLM inh -8%, Anesthetic bind -3%, APE1 inh -1%, Pol kappa inh 9%, BAZ2B block 5%, POLB inh -2% and Pol eta inh -6%.
`CCn1c(SCC(=O)NCc2ccc(C)cc2)nnc1-c1ccncc1` gave POLI inh -12%, BLM inh -3%, Anesthetic bind -17%, APE1 inh -1%, G9a inh -26%[12.7 µM], Pol kappa inh -3%, BAZ2B block -19%, POLB inh 24% and Pol eta inh -7%.
`O=C(Nc1ccccc1)N1CC[C@@]2(CCCN(C(=O)c3csnn3)C2)C1` gave BLM inh 0%, APE1 inh 3%, G9a inh -2%[12.7 µM] and Pol kappa inh -1%[60.1 µM].
`OCc1nn2c(c1Br)NC(c1ccccc1)CC2C(F)(F)F` (stereo not drawn) gave POLI inh -19%, BLM inh 1%, Anesthetic bind 1%, APE1 inh -1%, G9a inh -1%[59 µM], Pol kappa inh -4%, BAZ2B block 9%, POLB inh -1% and Pol eta inh -13%.
For CCOc1ccccc1NC(=O)CSc1nc(-c2cccs2)cc(C(F)(F)F)n1 the results were POLI inh 15%, BLM inh -2%, Anesthetic bind -10%, G9a inh -10%[59 µM], Pol kappa inh 0%, BAZ2B block 3%, POLB inh 8% and Pol eta inh -19%.
Screening CCCC1/C(=N/O)CC(c2ccccc2)NC1c1ccccc1 (stereo not drawn) returned POLI inh 33%[activator], BLM inh -14%, Anesthetic bind -19%, APE1 inh 0%, G9a inh -24%, Pol kappa inh -13%, BAZ2B block 2%, POLB inh 10% and Pol eta inh -25%.
`CCN1CCc2c(C#N)c(NCc3ccccc3)nc(N(CC)CC)c2C1` gave POLI inh 18%, BLM inh -4%, Anesthetic bind -10%, APE1 inh 2%, G9a inh 50µM*, Pol kappa inh -12%, BAZ2B block inconclusive, POLB inh -24% and Pol eta inh -5%.
For CCOc1ccc2nc(SCC(=O)N3CCCc4ccccc43)sc2c1 the results were POLI inh 13%, BLM inh -6%, Anesthetic bind 32%[activator], APE1 inh -4%, G9a inh 41%[59 µM], Pol kappa inh -8%, BAZ2B block 7%, POLB inh 6% and Pol eta inh -3%.
For CC1CCC(C(=O)NC(C(=O)N2CCC(N3CCCCC3)CC2)C(C)C)CC1 (stereo not drawn) the results were POLI inh 15%, BLM inh -3%, Anesthetic bind -17%, APE1 inh -1%, G9a inh 10%, Pol kappa inh -9%, BAZ2B block 2%, POLB inh 17% and Pol eta inh -11%.
CC1CCCCN1CCNc1nc(=S)[nH]c2ccccc12 (stereo not drawn) was read as POLI inh 43%[activator], BLM inh 0%, Anesthetic bind -15%, APE1 inh 15%, G9a inh inconclusive, Pol kappa inh 0%, BAZ2B block -3%, POLB inh 3% and Pol eta inh -7%.
Cc1cc(NCCc2ccc(Cl)cc2)n2ncnc2n1 was read as POLI inh 0%, BLM inh 1%, Anesthetic bind -8%, APE1 inh 0%, G9a inh 10%, Pol kappa inh -11%, BAZ2B block -3%, POLB inh 7% and Pol eta inh -2%.
Screening CCCc1ccc(-c2ccc(F)c(N)c2)nc1 returned POLI inh 28%, BLM inh -8%, Anesthetic bind inconclusive, APE1 inh 4%, G9a inh 12%, Pol kappa inh -5%, BAZ2B block -3%[57.1 µM], POLB inh 0% and Pol eta inh -11%.
For CC(C)(C)OC(=O)N1CCC(C(=O)N[C@H](Cc2ccccc2)C(=O)O)CC1 the results were POLI inh -3%, BLM inh 0%, Anesthetic bind 11%, APE1 inh inconclusive, G9a inh 7%[12.7 µM], Pol kappa inh -13%, BAZ2B block -6%, POLB inh 6% and Pol eta inh -11%.
Screening COc1ccccc1CNS(=O)(=O)c1ccc2[nH]cc(C(=O)O)c(=O)c2c1 returned POLI inh inconclusive, BLM inh 4%, Anesthetic bind -10%, APE1 inh inconclusive, G9a inh -21%[59 µM], Pol kappa inh 79µM*, BAZ2B block -10%, POLB inh 28µM* and Pol eta inh 3.2µM*.
For CCO[C@H]1c2c(ccc3ccc(=O)oc23)OC(C)(C)[C@@H]1O the results were POLI inh -10%, APE1 inh -39%, G9a inh -12%[2.33 µM], Pol kappa inh 2%, BAZ2B block 9% and Pol eta inh 8%.
